High-throughput results from PubChem BioAssay.
TRPML3 ag = human mucolipin-3 channel agonism. Q8TDD5. HEK293 TRPML3-YFP, Fluo-8 calcium fluorescence; 100% = the carbachol control signal. activation, % at 3 µM. 220,000 compounds, 0.29% hits. AID 1448;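 active means activation above its plate's cutoff, the mean activation of the plate's test wells plus 3 SD, cut at about 12% in these data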;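 further: 0% = DMSO only wells and 100% = carbachol wells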
Target sequence (Q8TDD5 whole entry, looked up): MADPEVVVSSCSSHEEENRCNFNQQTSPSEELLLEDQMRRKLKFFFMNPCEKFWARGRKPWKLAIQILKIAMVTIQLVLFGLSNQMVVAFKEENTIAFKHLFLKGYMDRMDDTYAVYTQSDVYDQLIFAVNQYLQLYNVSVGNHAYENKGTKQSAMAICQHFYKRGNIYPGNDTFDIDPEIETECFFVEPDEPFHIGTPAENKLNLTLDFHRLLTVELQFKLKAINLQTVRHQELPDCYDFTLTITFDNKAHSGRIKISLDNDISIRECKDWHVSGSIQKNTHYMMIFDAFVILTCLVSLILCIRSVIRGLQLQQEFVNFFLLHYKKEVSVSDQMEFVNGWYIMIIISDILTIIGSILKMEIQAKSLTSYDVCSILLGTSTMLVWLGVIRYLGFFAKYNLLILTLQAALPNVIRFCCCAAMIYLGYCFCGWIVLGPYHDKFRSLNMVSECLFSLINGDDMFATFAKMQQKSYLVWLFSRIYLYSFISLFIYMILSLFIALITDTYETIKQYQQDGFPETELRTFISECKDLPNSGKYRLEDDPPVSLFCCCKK
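system = HEK293 cells stably carrying human TRPML3-YFP | doses = one concentration, 3 µM nominal, 0.3% DMSO | timing = dye loading 1 h 37 °C then 30 min ambient, 125 s read | detection = Fluo-8 calcium dye fluorescence, ex 470-495, em 515-575 nm | benchmarks = high control carbachol 87 µM, low control DMSO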
TRPN1 ag = agonists of zebrafish TRPN1 channel. HEK293 zebrafish TRPN1-YFP, Fluo-8 calcium fluorescence; 100% = response to 87 µM carbachol. activation, % at 3 µM. 220,000 compounds, 0.18% hits. AID 1424;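 active means activation above its plate's cutoff, the mean activation of test wells on that plate plus 3 SD, cut at about 19% in these data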;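 further: 0% = DMSO alone and 100% = 87 µM carbachol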
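Material: zebrafish TRPN1-YFP in HEK293 cells. Doses: one dose of 3 µM, 0.3% DMSO. Incubation: dye 1 h 37 °C plus 30 min RT. Measured by: intracellular calcium fluorescence with Fluo-8.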
S1P4 agonist = agonists of human S1P4 receptor; O95977; S1P4-expressing cell line, agonist reporter assay; activation, % at 4.98 µM; 220,000 compounds, 0.35% hits; AID 1509; in the data active means activation above about 11%;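 further: 0% = DMSO vehicle and 100% = reference agonist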
NPY Y1 blocker = NPY-Y1 (human) receptor antagonism; P25929; HEK293-CNG Y1 cells, membrane potential fluorescence; NPY at EC95, then isoproterenol; 200,000 compounds, 1% hits; inhibition, % at 3.6 µM;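 active means inhibition above the campaign mean inhibition of all tested compounds plus 3 SD, cut at about 20% in these data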;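 further: 0% = DMSO wells given NPY plus isoproterenol and 100% = isoproterenol alone without NPY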
Target sequence (P25929 whole entry, looked up): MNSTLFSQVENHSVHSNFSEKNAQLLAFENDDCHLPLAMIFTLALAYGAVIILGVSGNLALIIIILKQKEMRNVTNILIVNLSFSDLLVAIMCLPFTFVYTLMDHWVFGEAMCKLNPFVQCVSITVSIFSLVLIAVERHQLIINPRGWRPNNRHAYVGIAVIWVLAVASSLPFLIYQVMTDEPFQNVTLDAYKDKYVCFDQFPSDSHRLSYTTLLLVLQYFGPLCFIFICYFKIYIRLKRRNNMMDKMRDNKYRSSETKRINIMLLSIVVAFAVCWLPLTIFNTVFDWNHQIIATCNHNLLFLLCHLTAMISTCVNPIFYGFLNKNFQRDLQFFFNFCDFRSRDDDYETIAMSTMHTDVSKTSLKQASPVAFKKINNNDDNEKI
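Benchmarks – high control isoproterenol alone, low control NPY with isoproterenol · Material – HEK293 Y1/CNG channel cell line · Times – dye 3 h, compound 60 min room temperature, stimulation 45 min · Probe or stimulus – NPY (25 nM), isoproterenol (1 µM), Ro 20-1724 (25 µM) · Evaluation – % inhibition of NPY effect · Signal – fluorescence, membrane potential probe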
NPY-Y1 PAM-ag = potentiators or agonists of human neuropeptide Y receptor Y1. P25929. NPY-Y1 expressing cells, potentiator/agonist activation. activation, % at 3.6 µM. 220,000 compounds, 0.37% hits. AID 1304; in the data active means activation above about 33%, passing the limit was not always enough;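 further: cells stimulated with NPY at EC10 then isoproterenol at EC100; 0% = low agonist plus stimulus and 100% = saturating agonist plus stimulus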
NPY2 pot ag = human NPY-Y2 potentiation or agonism, primary screen; cells expressing NPY-Y2, potentiator/agonist read-out; activation, % at 3.6 µM; 220,000 compounds, 0.45% hits; AID 1359; in the data active means activation above about 27%;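 further: cells stimulated with NPY near EC25 plus isoproterenol at EC100; 0% = vehicle plus submaximal agonist and 100% = vehicle plus saturating agonist; some results beyond the cut were filed as inactive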
EP2 mod = modulators of human EP2 prostaglandin E2 receptor | P43116 | EP2-expressing cells, cAMP HTRF FRET, PGE2 co-stimulation | induction, % at 25 µM | 260,000 compounds, 0.83% hits;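 active means compounds whose cAMP rise, as percent of the full-agonist control response, exceeds 60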;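 further: rat C6 glioma line stably carrying human EP2 under a CMV promoter; the protocol text gives 20 µM as final concentration; 100% = response of wells given 1 µM PGE2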
S1P4 antag = antagonists of human S1P4 receptor; O95977; S1P4-expressing cells, antagonist mode, reporter read-out; inhibition, % at 4.98 µM; 220,000 compounds, 0.26% hits; AID 1510; in the data active means inhibition above about 29%;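 further: 0% = wells stimulated with agonist and 100% = vehicle wells without agonist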
CHOP inh = inhibitors of CHOP induction in ER stress response; 220,000 compounds, 3.8% hits; AID 2732; CHO-K1 CHOP-promoter luciferase, tunicamycin-induced, 15-18 h; inhibition, % at 10 µM;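 active means compounds that reduced the stress-induced luciferase reporter signal by more than about 70% of percent inhibition, limit read from the data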;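 further: 0% = tunicamycin plus vehicle and 100% = wells without tunicamycin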
The depositor's hits bear a star; nt = no result given; & = joins results of further samples.

Compound	TRPML3 ag	TRPN1 ag	S1P4 agonist	NPY Y1 blocker	NPY-Y1 PAM-ag	NPY2 pot ag	EP2 mod	S1P4 antag	CHOP inh
CC(OC(=O)CCC(=O)c1cccs1)C(=O)Nc1ccc(Cl)cn1 (stereo not drawn)	-0.2	-0.8	-1.2	6	-27	0	2	-7	0
O=C(CCNS(=O)(=O)c1cccc2nsnc12)N1CCN(c2ccccn2)CC1	0.2	-0.7	-1.4	-6	-18	-12	7	1	34
COc1ccc(C)cc1-n1nnnc1SCC(=O)NNC(=O)c1ccc([N+](=O)[O-])cc1	0.5	-0.6	1.9	1	-7	4	11	-5	8
CCOc1ccc(NC(=S)Nc2ccc3nsnc3c2)cc1	0.8	0.3	0.6	9	-22	-10	-119	0	-1
O=S(=O)(c1ccc(NC(=S)N/N=C/c2c3ccccc3cc3ccccc23)cc1)N1CCOCC1	0.7	1.1	-0.8	0	7	-1	5	7	0
CCn1c(-c2ccccc2)c(C(=O)O)c2ccccc21	0.2	-0.1	1.0	1	-2	-1	21	-14	16
O=c1c2[nH]c3ccc(Br)cc3c2ncn1Cc1ccncc1	-0.9	-2.0	-1.6	nt	8	21	-3	-4	4
CCN(CC)C(=O)CSc1nnc(-n2nc(C)cc2C)c2ccccc12	0.8	0.8	-0.5	3	7	0	8&22	-12	20
CN(C)CCCN1CC(C(=O)O)CC1=O (stereo not drawn)	0.7	0.5	-1.2	3	26	-11	0&17	-8	76*
CCCC(=O)c1ccc(N2CCCCCC2)c(F)c1	1.3	0.3	-3.8	0	-8	8	11	-13	-38
COc1cccc(/C=N/NC(=O)Cn2cnc3c2c(=O)n(C)c(=O)n3C)c1	0.8	2.3	0.8	nt	6	-3	-37	10	12
CCn1cc(C(=O)Nc2ccc(NC(=O)c3ccco3)cc2)c(=O)c2ccc(C)nc21	1.1	0.6	0.8	-2	7	7	19	-6	-10
Cc1cccc2c1N(CCOc1ccc(C(C)(C)C)cc1)C(=O)C2=O	-0.3	-0.3	-0.8	-1	-2	-3	20	-5	100*
CSc1nc(O)c(/C=C2\C=Nc3ccccc32)[nH]1	0.3	-0.4	-0.5	0	20	-9	3	-22	11
CCOCCCNC(=S)N1CCCN(c2nc3cc(C)c(C)cc3cc2C#N)CC1	0.0	-1.3	-0.5	-4	-22	-18	-22	-13	21
C/C(=C\C(=O)c1c(O)cc(C)oc1=O)N(C)C	-0.2	-0.4	0.7	7	8	3	25	-8	13
Cn1cc(/C=N/n2cnc3scc(-c4ccccc4)c3c2=O)c2ccccc21	0.1	1.6	-0.5	5	-23	-7	-1	-5	nt
Cc1cccc(CSc2ncc(CO)n2C)c1	1.2	0.4	-0.9	-4	-1	-14	37	-15	-12
CCCCCCCCCCCCS(=O)(=O)CCC(=O)O	1.6	1.7	2.4	nt	8	10	16	14	18
CCOC(=O)CSc1nc(=O)n2cc(C)ccc2n1	0.9	2.2	1.8	4	-2	4	29	-1	3
O=C(NCc1ccco1)Nc1ccc(OC(F)(F)F)cc1	-0.1	-1.8	0.2	nt	17	3	-17	3	-11
C=C(C)CSc1nc2nc(C)c(Br)cc2[nH]1	0.1	-1.0	1.8	4	-16	-18	2	-4	-2
CC(C)OC(=O)C(C#N)c1nc2ccccc2nc1N1CCN(Cc2ccccc2)CC1 (stereo not drawn)	0.5	1.5	0.0	-7	-11	-2	19	-2	22
O=C(NCCCN1CCCCCC1)C1CCCN(S(=O)(=O)c2cccc3nsnc23)C1 (stereo not drawn)	-0.5	-0.2	0.3	0	0	-11	-18	8	2
O=C(NC1CCCCCCC1)c1cc(COc2ccc3ncccc3c2)on1	4.2	6.9	2.5	15	-56	21	-61	-33	81*
Cc1cccc2sc(NC(=O)CN(C)S(=O)(=O)c3cccs3)nc12	0.8	1.0	0.1	-1	-39	-3	-20	-5	11
CC1CCCC(C)N1C(=O)Cn1cnc2cc([N+](=O)[O-])ccc2c1=O (stereo not drawn)	1.8	0.6	0.4	-3	4	-8	-14	-1	35
Cc1ccccc1NC(=O)CC1SC(=O)N(c2ccccc2)C1=O (stereo not drawn)	0.2	-0.3	2.1	-4	6	9	-16	3	19
Cc1[nH]c2ccccc2c1CCO	0.4	0.2	4.5	3	-3	-7	4	2	6
CN(CCOc1ccccc1)CC(=O)Nc1cccc(Br)c1	0.0	-2.0	-1.2	9	-17	-27	-47	3	13
O=C(CSc1nc2ccccc2c(=O)n1C1CC1)NCc1ccccc1	-0.3	-0.8	0.3	4	0	2	9	8	-12
COC(=O)[C@H]1C[C@@H]1[C@H](NS(=O)(=O)c1ccc2ccccc2c1)c1ccccc1	0.1	-1.5	2.3	-1	9	-9	38	0	9
COc1ccc(N2C(=O)/C(=C\c3ccco3)N=C2SCC(=O)NC(C)C)cc1Cl	-0.4	0.3	-0.5	9	-23	2	-3	-9	8
CCn1cc(C(=O)O)c(=O)c2cc(F)c(N3CCN(C(=S)NC(=O)c4ccccc4F)CC3)cc21	0.5	1.1	-0.1	nt	-5	-1	-9	5	-4
CC1Oc2ccccc2N(CC(=O)N2CCCc3ccccc32)C1=O (stereo not drawn)	-0.8	-0.3	7.3	-4	-3	10	-18	-29	16
CCOC(=O)Cn1cc(/C=N/NC(=O)CC#N)c2ccccc21	0.4	0.9	0.5	nt	-8	-16	-36	0	-5
O=C(NCc1ccc2c(c1)OCO2)C1CCCN(S(=O)(=O)c2cccnc2)C1 (stereo not drawn)	0.7	0.1	-0.1	7	12	3	26	-14	14
NC(N)=N/N=C/c1ccc(Cl)c(Cl)c1	2.5	0.5	1.3	nt	0	-16	-58	-19	0
Cc1cc(C)cc(N(C(=O)CCC(=O)Nc2ccccn2)C(C(=O)NC(C)C)c2ccc(O)cc2)c1 (stereo not drawn)	0.2	1.6	0.3	5	-14	-1	-17	-2	6
Cc1cccc(N2CCN(C(=O)C(C)C)CC2)c1C	-0.5	0.1	0.7	11	-6	-3	-1	7	7
O=C(COc1ccc(Br)cc1)N/N=C1\SCC(=O)N1c1ccc(F)cc1	1.1	2.5	-0.1	-8	1	-5	-89	-11	-14
Nc1nnc(-c2cccnc2)s1	-0.3&0.3	0.0&-0.3	1.0&1.2	3	4&11	-8&-14	-9&15	11&3	-12&15
COc1ccc(-c2csc(N3CCC(c4ccccc4)CC3)n2)cc1	0.8	-1.7	0.9	-1	-6	0	-13	4	-2
C=CCn1c(SCc2nc3ccccc3[nH]2)nnc1-c1ccncc1	0.2	1.4	0.8	-3	12	2	0	-11	24
Cc1cc(=O)oc2cc(OCC3CC(c4ccc(N(C)C)cc4)=NO3)ccc12 (stereo not drawn)	0.7	0.4	-1.4	0	4	-11	-43	8	17
C/C(CC(=O)Nc1ccc2c(c1)OCCO2)=N\NC(=O)C(=O)Nc1ccccc1C	-0.6	-1.8	-0.7	4	-14	0	28	3	5
O=C(CN(c1ccc(F)cc1)S(=O)(=O)c1ccc2c(c1)OCCO2)Nc1ccccc1	-0.1	-1.0	1.7	6	4	-10	-46	-8	-12
COc1cc(NC(=O)c2ccc(C)cc2)c(OC)cc1NC(=O)CN1CCOCC1	-0.1	0.5	1.5	9	1	0	-30	-6	-6
Cc1c(-c2nc(N)nc(Nc3ccccc3F)n2)oc2ccccc12	0.0	-0.3	0.6	8	-12	-16	-9	-8	71*
COc1ccc(NC(=O)C(=O)N2N=C3CCCCC3C2(O)C(F)(F)F)cc1 (stereo not drawn)	0.7	0.1	-1.0	1	12	0	61*	-14	6

Next structures.
Compound	TRPML3 ag	TRPN1 ag	S1P4 agonist	NPY Y1 blocker	NPY-Y1 PAM-ag	NPY2 pot ag	EP2 mod	S1P4 antag	CHOP inh
CC(Sc1n[nH]c(N)n1)C(=O)Nc1ccc(Cl)cn1 (stereo not drawn)	-0.3	-2.9	-0.2	3	-31	-12	2	-12	14
CC(C)c1ccc(/C=C(\NC(=O)c2ccccc2)C(=O)NCCCN2CCOCC2)cc1	0.7	1.8	1.1	nt	4	-12	-15	-4	6
Cc1nc2sc(C(c3ccco3)N3CCC(Cc4ccccc4)CC3)c(O)n2n1 (stereo not drawn)	0.0	1.7	-0.5	-3	-4	5	9	-6	38
COc1ccc2sc(NC(=O)CC(C)C)nc2c1	0.1	-1.8	1.2	-3	26	2	-24	7	5
COc1cccc(N(CC(=O)NCc2cccnc2)S(C)(=O)=O)c1	0.4	0.7	1.1	0	-6	5	14	-6	10
COc1cc(NC(=O)NS(=O)(=O)c2ccc(C)cc2)cc(OC)c1	0.6	-0.7	-1.8	5	-40	8	7	8	2
Cn1c(CNC(=O)c2ccccc2F)nnc1SCC(=O)N1CCN(c2ccccc2)CC1	0.2	-1.7	1.2	0	-10	-6	20	-20	-4
CCOc1ccc(C2=Nn3c(nnc3-c3ccccn3)SC2)cc1	-1.0	-0.9	0.2	9	4	9	12	-2	1
Cc1ccc(CNc2ccc(CNc3ncn[nH]3)cc2)cc1	0.2	1.5	0.5	-3	24	-4	-26	1	-5
CC(=O)Nc1ccc(CN2CCN(c3cccc(C(F)(F)F)c3)CC2)cc1	0.2	-0.4	0.6	-1	-17	1	13	-2	23
O=C(NC1CCCCCCC1)C1CCC(CNc2c(N3CCCC3)c(=O)c2=O)CC1 (stereo not drawn)	0.1	0.5	1.0	1	3	-2	-19	-4	22
O=[N+]([O-])c1ccc(O)c(/C=N/n2cnc3ccccc32)c1	1.2	2.2	0.5	-7	-3	10	-1	-22	45
COc1ccc(Cl)cc1N1CC(C(=O)Nc2nccs2)CC1=O (stereo not drawn)	0.9	2.7	0.7	-1	-5	-4	24	-35	21
COc1ccc(OCCNC(=O)c2cccc(Oc3ccc(C(F)(F)F)cc3[N+](=O)[O-])c2)cc1	-0.7	3.2	0.2	15	-17	-5	23	-4	14
O=C(Nc1cnc2ccccn2c1=O)c1ccc(Cl)cc1	0.1	2.1	-1.4	-3	7	-6	1	-12	-31
Cc1cc(/C=C(\C#N)C(=O)NC2CC2)c(C)[nH]1	0.7	0.7	0.0	3	8	4	-7	-12	27
COc1ccc(N2CCN(C(=O)c3ccc(SC)cc3OC)CC2)cc1	0.5	0.2	1.8	4	20	5	-15	-7	18

Whole records, looked up by structure. Values in the order: TRPML3 ag | TRPN1 ag | S1P4 agonist | NPY Y1 blocker | NPY-Y1 PAM-ag | NPY2 pot ag | EP2 mod | S1P4 antag | CHOP inh
`CC(Sc1n[nH]c(N)n1)C(=O)Nc1ccc(Cl)cn1` (stereo not drawn) is entered as -0.3 | -2.9 | -0.2 | 3 | -31 | -12 | 2 | -12 | 14
`Cc1cc(/C=C(\C#N)C(=O)NC2CC2)c(C)[nH]1` is entered as 0.7 | 0.7 | 0.0 | 3 | 8 | 4 | -7 | -12 | 27
